# PPARg SRC3 recr – PPARgamma agonists recruiting SRC-3 coactivator, primary screen, biochemical; biochemical PPARgamma/SRC-3 coactivator recruitment assay; 200,000 compounds, 0.26% hits; activation, % at 8 µM; Peroxisome proliferator-activated receptor gamma (Homo sapiens), P37231; in the data active means activation above about 23%;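 further: 0% = DMSO and 100% = reference agonist; some compounds past the cut are filed as inactive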
# Target sequence (P37231 whole entry, looked up): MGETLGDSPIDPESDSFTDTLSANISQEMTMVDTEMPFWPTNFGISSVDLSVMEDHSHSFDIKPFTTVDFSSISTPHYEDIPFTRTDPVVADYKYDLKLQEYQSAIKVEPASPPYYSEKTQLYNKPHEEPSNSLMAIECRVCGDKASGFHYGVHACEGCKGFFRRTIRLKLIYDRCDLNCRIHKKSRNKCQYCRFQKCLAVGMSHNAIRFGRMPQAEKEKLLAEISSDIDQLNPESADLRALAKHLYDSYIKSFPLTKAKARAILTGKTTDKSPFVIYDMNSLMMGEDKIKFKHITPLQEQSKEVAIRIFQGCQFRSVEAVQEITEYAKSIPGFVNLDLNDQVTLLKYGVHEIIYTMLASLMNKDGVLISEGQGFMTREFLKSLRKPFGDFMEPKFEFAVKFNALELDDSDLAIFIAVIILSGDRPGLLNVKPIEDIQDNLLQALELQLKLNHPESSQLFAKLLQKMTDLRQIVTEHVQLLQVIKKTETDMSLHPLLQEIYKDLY
# S1P3 antagonist – S1P3 receptor antagonists, primary screen, cell-based; Sphingosine 1-phosphate receptor 3 (Homo sapiens), Q99500; CHO S1P3 NFAT-BLA reporter, FRET fluorescence, antagonist mode; inhibition, % at 4.98 µM; 170,000 compounds, 0.27% hits; AID 485, 2006;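 active means inhibition above the plate cutoff, the mean inhibition of test wells on that plate plus 3 SD, cut at about 28% in these data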;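 further: cells challenged with S1P at its EC80 of 0.8 µM; blue over green emission ratio from cleaved BLA substrate after 4 h stimulation; 0% = S1P-stimulated wells and 100% = unstimulated DMSO-only wells; some compounds past the cut are filed as inactive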
# HMGR II inh – inhibitors of E. faecalis class II HMGR, primary screen, biochemical, Enterococcus faecalis | HMG-CoA reductase (Enterococcus faecalis, mvaE) | purified E. faecalis HMGR, NADPH absorbance 340 nm kinetic | inhibition, % at 10 µM | 190,000 compounds, 0.41% hits | AID 1066, 2008;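 active means inhibition above a set limit, the median over all tested compounds plus 3 SD, cut at about 9.5% in these data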;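 further: enzyme runs in reverse so mevalonate oxidation gives rising NADPH absorbance; 0% = complete reaction with DMSO and 100% = background rate lacking mevalonate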
# TR-FRET SRC-2 ct – TR-FRET signal artefacts, primary screen, artefact control for PPARgamma SRC-2 agonist project, biochemical | TR-FRET artefact counter-screen; active compounds read high | 200,000 compounds, 0.4% hits | TR-FRET ratio at 8 µM; in the data active means TR-FRET ratio above about 2000; further: inactives centre near 1500
# Lmaj promast – Leishmania major promastigote growth inhibition, primary screen | Leishmania major promastigotes, resazurin fluorescence viability | inhibition, % at 10 µM | 200,000 compounds, 9% hits | AID 1063, 2008; in the data active means inhibition above about 50%;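 further: promastigotes grown with compound for 44 hours at 28 °C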
# PPARg SRC1 recr – PPARgamma agonists recruiting SRC-1 coactivator, primary screen, biochemical. Peroxisome proliferator-activated receptor gamma (Homo sapiens), P37231. PPARgamma-SRC-1 coactivator recruitment biochemical assay. activation, % at 8 µM. 200,000 compounds, 0.41% hits; in the data active means activation above about 19%;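 further: 0% = DMSO and 100% = reference agonist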
# PPARg SRC-2 ag – agonists of PPARg-SRC-2 recruitment, primary screen, biochemical, HTS. activation, % at 8 µM. PPARgamma LBD-SRC-2 recruitment. Peroxisome proliferator-activated receptor gamma (Homo sapiens), P37231. 200,000 compounds, 0.34% hits; in the data active means activation above about 22%;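 further: 0% = vehicle and 100% = reference agonist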
# Redox H2O2 prof – compounds producing H2O2 with reducing agent – biochemical, NIH compound library profiling, artefact control for MLSCN library redox annotation, primary screen. 200,000 compounds, 0.03% hits. activation, % at 10 µM. DTT-dependent redox cycling H2O2, phenol red/HRP absorbance; 100% = 100 µM peroxide control, 0% = buffer;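 active means activation of at least 50% relative to the plate's high and low controls in the primary single-dose screen; inactive means activation below 50%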;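 further: compound incubated with DTT at 0.8 mM final as the reducing agent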
# ROMK mod – ROMK potassium channel modulators, primary screen, cell-based, thallium flux, MLSMR library | ATP-sensitive inward rectifier potassium channel 1 (Homo sapiens), P48048 | Tet-inducible ROMK, thallium flux fluorescence; actives lie on both sides | B-score at 10 µM | 130,000 compounds, 2% hits | AID 1918, 2009;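 active means signal ratio slope over the read window, or its plate-corrected B-score, at least 3 SD from the plate mean, either direction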;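 further: B-score of the F/F0 ratio slope over 7 to 12 s after thallium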
# Target sequence (P48048 whole entry, looked up): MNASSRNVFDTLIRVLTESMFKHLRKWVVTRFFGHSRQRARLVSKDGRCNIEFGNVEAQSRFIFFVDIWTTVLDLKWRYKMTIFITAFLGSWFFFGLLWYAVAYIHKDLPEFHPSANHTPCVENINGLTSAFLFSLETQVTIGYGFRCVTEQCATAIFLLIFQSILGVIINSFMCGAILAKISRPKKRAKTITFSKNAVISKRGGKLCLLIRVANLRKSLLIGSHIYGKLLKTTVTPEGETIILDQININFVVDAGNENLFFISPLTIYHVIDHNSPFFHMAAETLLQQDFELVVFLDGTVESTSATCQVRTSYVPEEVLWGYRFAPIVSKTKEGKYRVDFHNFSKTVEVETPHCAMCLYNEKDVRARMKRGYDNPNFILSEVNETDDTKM
# RAM network inh – inhibitors of the yeast RAM network, primary screen, dse1pr::URA3 reporter, 5-FOA selection | inhibition, % at 50 µM | S. cerevisiae dse1pr::URA3 reporter, 5-FOA growth OD615, 2 d; analog-sensitive cbk1-as2 kinase mutant strain | 190,000 compounds, 1.8% hits;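 active means inhibition above a set limit, 3 SD over mean compound inhibition, cut at about 8.4% in these data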;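 further: 0% = DMSO-only wells with no growth and 100% = 10 µM 1-NA-PP1 full growth; inhibition rescues growth on 5-FOA so higher OD means more RAM inhibition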
# bIAP inh – bovine intestinal alkaline phosphatase inhibitors, primary screen, selectivity assay for TNAP inhibitor project, biochemical, bovine IAP, CDP-star luminescence; alkaline phosphatase, intestinal [Bos taurus]; purified bovine IAP, 30 min; inhibition, % at 20 µM; 190,000 tested, under 10 active;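 active means over 50% inhibition of intestinal alkaline phosphatase at 20 µM in the single-dose screen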
#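 Assay system: bovine IAP enzyme; medium: DEA buffer 100 mM, pH 9.8, with MgCl2 1.0 mM, ZnCl2 0.02 mM; doses: 20 µM single dose; incubation: enzyme reaction for 30 min at room temperature; detection: CDP-star luminescence signal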
# Active calls of the source: *; nt = not tested or not shown.
SMILES,PPARg SRC3 recr,S1P3 antagonist,HMGR II inh,TR-FRET SRC-2 ct,Lmaj promast,PPARg SRC1 recr,PPARg SRC-2 ag,Redox H2O2 prof,ROMK mod,RAM network inh,bIAP inh
CCn1c(SCC(=O)N(C)C2CCS(=O)(=O)C2)nnc1-c1cccs1 (centres undefined),2,-12,-2,1610,-2,5,10,-1.1,1,-0.5,-10
C=CCc1ccc(OCC(O)COCC)c(OC)c1 (centres undefined),7,10,-3,1562,-4,6,4,-0.9,nt,0.3,10
CSc1ccccc1C(=O)Nc1ncc(C)s1,5,nt,1,1624,-5,5,11,-0.1,0.6,0.3,16
Cn1c(NCCCO)nc2c(c1=O)C1(CCCCC1)Cc1ccccc1-2,3,-5,1,1561,0,7,3,0.1,-1,1.4,-4
CCOC(=O)c1sc(NC(=O)c2ccccc2OCC)nc1C,4,1,-6,1627,4,6,8,-1.1,0.81,0.1,2
O=C(CN(C(=O)CNC(=O)c1ccco1)c1ccc(Cl)c(Cl)c1)NC1CCCCC1,-3,-11,-4,1448,-11,9,-4,0.0,nt,1.1,-5
Cn1nccc1C(=O)NC(=S)Nc1sc2c(c1C#N)CCCCC2,16,nt,1,1597,-8,10,8,-0.9,nt,2.9,18
Cc1occc1-c1nnc(SCC(=O)c2ccccc2)n1CC1CCCO1 (centres undefined),3,-15,-8,1745,-2,2,3,-0.3,-0.36,-0.3,-4
Cc1ccc(/C=N/n2c(-c3ccc(Cl)cc3)n[nH]c2=S)s1,-2,-20,-3,1674,6,-3,-8,4.7,0.8,3.4,15
COc1ccc(-c2noc(C3CCCN(S(=O)(=O)c4ccc(C)c(Cl)c4)C3)n2)cc1OC (centres undefined),-10,0,-5,1499,6,2,-2,2.3,nt,5.0,3
Cc1ccc(C(C)C)c(OCc2nnc(SCC(=O)Nc3nccs3)n2C)c1,13,23,-3,1516,2,-1,5,-1.1,nt,3.5,7
O=S(=O)(Cc1cccc(C(F)(F)F)c1)c1ncn[nH]1,-2,-10,4,1655,-7,7,5,-1.0,-0.21,2.3,-14
CCOC(=O)c1c(C)cc(C)n2c1nc1ccccc12,8,nt,5,1571,9,-7,8,-3.7,nt,2.0,4
Cc1cc(C(=O)N2CCc3ccccc32)c2cc(F)ccc2n1,3,12,-2,1612,-7,4,5,4.1,-0.55,0.8,3
O=C(CSc1nnnn1-c1ccccc1)Nc1ncc2c(n1)CC(c1ccccc1)CC2=O (centres undefined),-7,nt,-3,1453,1,-1,4,0.6,0.024,4.7,4
O=C(CSc1nc2ccc(Cl)cc2[nH]1)NCc1ccco1,-6,7,-2,1583,4,-1,7,0.8,nt,1.1,6
COc1cccc(/C=N\Nc2nncc(-c3ccccc3)n2)c1,-6,nt,-7,1501,-1,0,3,-4.1,nt,7.9,5
CCOC(=O)/C=C1\SCC(=O)N1CC(=O)Nc1ccc(OC)c(OC)c1,4,nt,-2,1528,-5,-5,7,-1.2,0.63,-0.3,0
CCC1CCc2c([nH]c3ccccc3c2=O)O1 (centres undefined),3,-7,-8,1548,5,-2,7,0.0,-0.59,0.7,9
COc1ccc(N(C)S(=O)(=O)c2cccc(C(=O)N(C)Cc3ccc(C)o3)c2)cc1,0,11,0,1513,5,5,6,-0.7,0.52,-0.6,14
O=C(CSc1ncn[nH]1)Nc1c(Br)cc([N+](=O)[O-])cc1Br,3,1,-6,1476,39,5,4,0.0,nt,0.4,-26
CCCCCCNC(=O)CCCCCNS(=O)(=O)c1ccc(Br)cc1,-2,18,0,1557,2,10,1,-0.4,nt,0.4,8
CCOC(=O)c1ccccc1NC(=O)c1nc2nccc(C)n2n1,1,nt,0,1661,24,8,12,0.3,-0.65,nt,3
CC(C)c1csc(CN2CCN(Cc3ccc(F)cc3)C(CCO)C2)n1 (centres undefined),0,-2,0,1523,81*,3,0,-1.2,-0.17,1.1,-15
Cc1nc(-c2ccc(Cl)cc2)sc1C(=O)O,6,11,-1,1661,-8,-4,2,-0.3,2,2.0,11
NC(=O)/C(=C/c1ccco1)NC(=O)c1ccc(Br)o1,4,nt,nt,1387,-3,-3,-6,-4.0,nt,nt,nt
CCN(C(=O)CSc1nc2ccccc2n1CCc1ccccc1)C1CCS(=O)(=O)C1 (centres undefined),-3,nt,2,1417,17,-3,-9,0.8,nt,2.0,-48
O=C(O)/C=C/c1cccc(NC(=O)c2ccc(Cl)cc2)c1,7,-32,-3,1625,9,4,8,-1.0,nt,2.6,-9
CC(C)(C)NC(=O)c1nc2ccccc2s1,5,nt,-3,1378,-3,2,0,-2.8,nt,0.9,11
Cc1ccc(C(=O)N(Cc2ccc3c(c2)OCO3)Cc2nc3ccccc3c(=O)[nH]2)cc1,1,nt,3,1465,96*,-1,2,0.2,0.073,1.1,2
CSCC[C@H](NC(=O)c1ccc(Cl)c(S(=O)(=O)N2CCCC2)c1)c1nc2ccccc2[nH]1,6,nt,0,1304,7,16,-12,1.8,nt,-1.1,-4
COc1cccc(CN(C(=O)Cc2c[nH]c3ccccc23)C(C(=O)NC2CCCCC2)c2ccc(C)o2)c1 (centres undefined),4,-1,2,1514,12,0,-1,2.6,-0.53,6.3,-34
Cc1nc(SCC(=O)N2c3ccccc3Sc3ccccc32)n[nH]1,4,nt,0,1417,5,8,3,0.7,-0.46,1.3,-46
O=C1C2C3C=CC(CC3)C2C(=O)N1c1nccs1 (centres undefined),-3,-2,0,1483,-5,4,-17,0.3,nt,1.6,2
C=CCSc1nc2ccccc2n1S(=O)(=O)c1ccc(C)cc1,-15,nt,-3,1483,12,6,1,0.5,0.89,-0.8,-24
Cc1cc(C)cc(N2CN=C3SCC(=O)N3C2)c1,0,0,-4,1364,-1,-1,-4,-0.4,0.2,0.5,16
O=C(CN1CCC2(CC1)OCCO2)c1ccc2cc[nH]c2c1,5,-16,-16,1665,-7,4,6,-1.9,nt,1.9,9
CCOC(=O)CCc1c(C)c2ccc(OCc3cc([N+](=O)[O-])ccc3OC)cc2oc1=O,10,nt,-7,1355,-5,2,0,-3.5,nt,5.8,3
COC(=O)C(Cc1ccccc1)NC(=O)c1ccc(C)cc1 (centres undefined),3,-2,-7,1599,-1,9,2,-0.9,-0.98,1.6,13
Cc1sc2nc3n(c(=O)c2c1C)CCCCC3,3,nt,-1,1416,-5,4,-9,1.8,nt,-0.5,2
COc1cccc(NC(=O)C2c3cc(OC)c(OC)cc3C(=O)N(C)C2c2cccnc2)c1 (centres undefined),14,nt,7,1523,-3,0,9,-4.4,nt,0.3,-23
COc1ccc(-c2csc(NC(=O)c3cc(-c4cccs4)nc4ccccc34)n2)c(OC)c1,-2,-9,-12,1651,3,-1,2,1.2,nt,1.6,2
CCOc1cc(C(=O)N/N=C\c2cn(CC)nc2C)cc(OCC)c1OCC,5,-7,1,1577,-1,3,-2,-0.9,0.89,1.2,-38
COc1cc(S(=O)(=O)Nc2cccc(C)c2)ccc1N=Cc1c(C)[nH]n(-c2ccccc2)c1=O,2,-10,2,1663,57*,1,9,-0.1,nt,8.5*,18
CC(=O)N1CCN(c2ccc(NC(=O)COc3ccc(Cl)cc3Cl)cc2)CC1,6,-5,-8,1606,-4,-2,1,0.7,nt,10*,-3

# An excerpt from further up:
SMILES,PPARg SRC3 recr,S1P3 antagonist,HMGR II inh,TR-FRET SRC-2 ct,Lmaj promast,PPARg SRC1 recr,PPARg SRC-2 ag,Redox H2O2 prof,ROMK mod,RAM network inh,bIAP inh
COC(=O)C(Cc1ccccc1)NC(=O)c1ccc(C)cc1 (centres undefined),3,-2,-7,1599,-1,9,2,-0.9,-0.98,1.6,13
Cc1sc2nc3n(c(=O)c2c1C)CCCCC3,3,nt,-1,1416,-5,4,-9,1.8,nt,-0.5,2
COc1cccc(NC(=O)C2c3cc(OC)c(OC)cc3C(=O)N(C)C2c2cccnc2)c1 (centres undefined),14,nt,7,1523,-3,0,9,-4.4,nt,0.3,-23
COc1ccc(-c2csc(NC(=O)c3cc(-c4cccs4)nc4ccccc34)n2)c(OC)c1,-2,-9,-12,1651,3,-1,2,1.2,nt,1.6,2
CCOc1cc(C(=O)N/N=C\c2cn(CC)nc2C)cc(OCC)c1OCC,5,-7,1,1577,-1,3,-2,-0.9,0.89,1.2,-38
COc1cc(S(=O)(=O)Nc2cccc(C)c2)ccc1N=Cc1c(C)[nH]n(-c2ccccc2)c1=O,2,-10,2,1663,57*,1,9,-0.1,nt,8.5*,18
CC(=O)N1CCN(c2ccc(NC(=O)COc3ccc(Cl)cc3Cl)cc2)CC1,6,-5,-8,1606,-4,-2,1,0.7,nt,10*,-3

# Other compounds:
SMILES,PPARg SRC3 recr,S1P3 antagonist,HMGR II inh,TR-FRET SRC-2 ct,Lmaj promast,PPARg SRC1 recr,PPARg SRC-2 ag,Redox H2O2 prof,ROMK mod,RAM network inh,bIAP inh
Cc1ccc(C(=O)N/C(=C\c2cccs2)C(=O)NCCCn2ccnc2)cc1C,5,nt,1,1434,0,7,0,-3.1,nt,2.1,2
Cn1c(=O)c2[nH]c(=O)cnc2n(C)c1=S,5,1,-2,1747,-4,6,3,-0.1,0.34,1.0,9
CC(=O)C1=C(C)NC(SCC(=O)c2ccc(Cl)c(Cl)c2)=C(C#N)C1c1ccco1 (centres undefined),14,23,nt,1680,78*,10,2,-2.9,-1.6,nt,3
Cc1c(C)[n+](=O)c2c(n1[O-])CCC2,7,nt,1,1583,-3,-7,0,-1.3,0.21,0.5,3
COc1ccccc1NC(=S)N(CCc1nc2cc(C)c(C)cc2[nH]1)Cc1cccnc1,-7,nt,-1,1420,57*,8,-3,-0.8,nt,0.1,-33
Cc1ccc(S(=O)(=O)N2CCN(C(=O)N3CCOCC3)C2c2ccc(N(C)C)cc2)cc1 (centres undefined),-3,-27,-4,1469,-3,4,7,0.7,1.4,0.5,13
CC(=O)Nc1nc2c(F)cccc2s1,0,-12,nt,1705,-6,1,-1,-0.3,nt,nt,nt
Cc1cc(NC(=O)c2ccccc2F)n(-c2nc3ccccc3[nH]2)n1,3,0,-3,1361,12,6,-8,1.5,-0.81,1.3,-4

# Bioassay records: PubChem, several laboratories
